Anthrax LF prot – anthrax lethal factor protease inhibition; multiplex microsphere protease cleavage assay, LF; inhibition, % at 10 µM; 0.12% of 360,000 active; AID 588501; in the data active = inhibition above about 30%; note: plate controls were buffer without enzyme for full effect and enzyme alone for no effect
Rv3671c protease – Rv3671c (M. tuberculosis) protease inhibition. P9WHR9. inhibition, % at 5.96 µM. 0.048% of 320,000 active; in the data active = inhibition above about 38%;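 note: extracellular domain of Rv3671c used as enzyme; 0% = enzyme with DMSO and 100% = no enzyme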
Target sequence (P9WHR9 whole entry, looked up, the tested form may be a part): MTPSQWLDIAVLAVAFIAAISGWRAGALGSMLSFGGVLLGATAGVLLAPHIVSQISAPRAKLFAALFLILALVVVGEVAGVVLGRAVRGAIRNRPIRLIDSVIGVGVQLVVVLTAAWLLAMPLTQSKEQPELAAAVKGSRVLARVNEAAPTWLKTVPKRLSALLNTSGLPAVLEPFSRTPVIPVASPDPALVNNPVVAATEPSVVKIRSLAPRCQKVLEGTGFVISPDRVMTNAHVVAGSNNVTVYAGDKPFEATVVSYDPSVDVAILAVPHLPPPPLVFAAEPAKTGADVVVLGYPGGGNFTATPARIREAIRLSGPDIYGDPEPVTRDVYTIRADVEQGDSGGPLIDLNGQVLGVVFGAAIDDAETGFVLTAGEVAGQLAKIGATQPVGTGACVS
TcdB GH inh – TcdB glycohydrolase inhibition | AID 652162 | TcdB glycohydrolase enzymatic assay, plate reader | P18177 | 0.24% of 350,000 active | inhibition, % at 9.99 µM; in the data active = inhibition above about 10%
MazF activator – MazEF (E. coli) toxin RNase activation; AID 504720; FAM/BHQ RNA-DNA oligo cleavage fluorescence, 5 h; P0AE70; activation, % at 20 µM; 0.32% of 350,000 active; in the data active = activation above about 50%
Target sequence (P0AE70 whole entry, looked up): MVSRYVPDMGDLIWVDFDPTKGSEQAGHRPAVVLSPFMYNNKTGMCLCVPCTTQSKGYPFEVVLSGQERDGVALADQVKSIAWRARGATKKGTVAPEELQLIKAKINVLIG
SARS 3CLpro inh – SARS-CoV 3CLpro protease inhibition; 0.14% of 290,000 active; inhibition, % at 6 µM; recombinant SARS-CoV 3CLpro, quenched FRET peptide cleavage; P0C6X7; in the data active = inhibition above about 12%
PfHsp40 rescue – restores yeast growth despite PfHsp40 toxicity. S. cerevisiae expressing PfHsp40, growth rescue, ATP luminescence. growth rescue, % at 12.5 µM. 0.68% of 340,000 active. AID 504582; in the data active = growth rescue above about 28%, passing the limit was not always enough;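 note: yeast W303a lacking pdr1 and pdr3 grown in galactose medium; growth measured after three days at 30 °C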
Y pestis TopoI – inhibitors of Yersinia pestis topoisomerase I | AID 504884 | activity, % at 10 µM | 0.064% of 360,000 active | Y. pestis Topo-I cleavage product accumulation, plate reader; in the data active = activity above about 50%, passing the limit was not always enough; note: inactives centre near 2
PriA SSB inh – K. pneumoniae PriA-SSBct interaction inhibition. AlphaScreen SSBct-PriA binding, biotinylated peptide. inhibition, % at 33 µM. 0.6% of 430,000 active; in the data active = inhibition mostly above about 37%, no sharp cut-off; inactive = mostly below about 20%;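 note: plate controls were negative control peptide for no effect and reference peptide for full effect; strong numbers were not always called active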
Vc quorum ag – induces V. cholerae light production without autoinducers; 0.16% of 350,000 active; V. cholerae BH1578 lux reporter, luminescence, 6 h; AID 588436; activation, % at 18.7 µM; in the data active = activation mostly above about 9.7%, no sharp cut-off; note: not every result past the cut was called active; inactives centre near 0; reference of the scale not given here
VHR inh abs – blocks human VHR1 dual specificity phosphatase | P51452 | recombinant VHR phosphatase, pNPP absorbance | inhibition, % at 13.3 µM | 0.52% of 290,000 active | AID 1654; in the data active = inhibition above about 50%; note: some compounds called inactive have numbers as strong as hits
Target sequence (P51452 whole entry, looked up): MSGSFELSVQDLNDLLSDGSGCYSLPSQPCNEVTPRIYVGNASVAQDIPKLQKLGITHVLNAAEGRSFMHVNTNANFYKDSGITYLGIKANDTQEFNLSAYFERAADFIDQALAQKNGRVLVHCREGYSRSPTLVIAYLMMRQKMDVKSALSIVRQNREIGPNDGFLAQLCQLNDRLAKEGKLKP
An asterisk follows results filed as active; i = inactive; nt = not tested or not shown. A portion of the library; the hit share may differ from the screen's.

Values in the order – Y pestis TopoI	Rv3671c protease	Vc quorum ag	MazF activator	Anthrax LF prot	VHR inh abs	PfHsp40 rescue	TcdB GH inh	SARS 3CLpro inh	PriA SSB inh
> Nc1ncc(S(=O)(=O)c2ccc(Cl)cc2)c(N)n1
  -2	-5	-1.0	1	4	13	0.9	1.8	-1	-5
> CCOc1ccc(COC(=O)C2CC(=O)N(CCc3ccccc3)C2)cc1OC (stereo not given)
  24	-6	0.5	1	-2	nt	0.0	0.9	nt	4
> CN(C)S(=O)(=O)c1cccc(CSc2cccc[n+]2[O-])c1
  -1	4	-0.3	-3	-3	10	1.1	nt	-2	-11
> CCOC(=O)C1CCCN(C(=O)C2CCC(CNS(=O)(=O)c3ccc(NC(C)=O)cc3)CC2)C1 (stereo not given)
  8	-3	i	-7	-2	41	-0.1	nt	0	-6
> S=C(Nc1ccccc1Cl)N1CCC(c2ccccc2)C1 (stereo not given)
  -1	-6	-0.6	3	-7	3	-0.6	0.7	2	-15
> N#CC1C(C#N)N2CCCN2C1c1ccc(Br)cc1 (stereo not given)
  -6	5	i	10	-9	6	0.4	-2.2	2	-8
> CCOC(=O)CC1C(=O)NCCN1c1nc2c(C)cccn2c(=O)c1/C=C1\SC(=S)N(C(C)CC)C1=O (stereo not given)
  nt	-31	nt	-56	nt	13	nt	nt	-1	2
> O=C(CCC(=O)Nc1ccc(F)cc1)N/N=C/c1ccc(O)cc1O
  -8	16	i	5	-2	18	0.5	-6.8	2	nt
> O=S(=O)(c1ccccc1)C1(S(=O)(=O)c2ccccc2)CCCC1
  5	2	i	0	-3	0	0.9	nt	-1	-5
> CC1(C)Cc2ccccc2-c2n[nH]c(=S)n21
  5	5	i	4	-2	29	0.4	2.6	-7	-11
> CCCCn1c(SCC(=O)Nc2nnc(CC)s2)nc2ccccc2c1=O
  -4	17	-1.7	9	0	-1	1.0	nt	-4	-7
> CCOC(=O)c1c(C)[nH]c(C(=O)OCC(=O)Nc2ccc(Cl)cn2)c1C
  -7	4	-1.9	-1	6	nt	0.5	1.2	nt	-14
> O=C(c1noc2c1CCCC2)N1CCC(CO)(Cc2ccccc2Cl)CC1
  18	-7	-0.2	-16	-19	-14	0.0	1.0	4	0
> O=C(O)COc1cccc(/C=C2/SC(=S)N(Cc3ccccc3)C2=O)c1
  10	-29	-0.6	0	2	-1	10	0.2	-6	30
> COc1ccc(CN2CCOCC2)c(C)c1C
  -4	0	-0.2	6	-2	-12	-0.8	nt	-1	-7
> CC(CCN1CC1)=NNC(=O)Nc1cccc2ccccc12
  -6	nt	-0.8	-21	-13	nt	-2.0	0.3	nt	8
> CCOC(=O)C(C)On1c(-c2ccccc2)nc2ccc([N+](=O)[O-])cc21 (stereo not given)
  -9	1	i	-3	-6	30	3.0	nt	4	3
> O=C(COC(=O)CCCN1C(=O)c2cccc3cccc(c23)C1=O)Nc1cccc(Br)c1
  2	6	-0.3	0	-1	-6	1.9	1.3	-1	4
> CC1=NN(C(=O)Cn2ccc([N+](=O)[O-])n2)C(O)(C(F)(F)F)C1 (stereo not given)
  -2	-8	-0.2	-5	1	-5	-1.6	-0.6	-3	-6
> COc1ccc(N2CCN(C(CNC(=O)C(C)(C)C)c3ccco3)CC2)cc1 (stereo not given)
  6	-2	i	4	4	11	-1.4	0.4	2	-3
> CCCNC(=O)C1(C)CCCN(Cc2ccsc2)C1 (stereo not given)
  5	nt	0.5	nt	-3	nt	nt	1.1	nt	nt
> O=C(OCCN1C(=O)c2ccccc2C1=O)c1ccco1
  -6	-2	-0.3	-3	-1	18	-1.3	nt	0	-17
> CC(C)Cc1nnc(NC(=O)CCC(=O)NC2CCCc3ccccc32)s1 (stereo not given)
  -4	-11	-0.9	2	0	18	-1.8	nt	9	8
> O=C(CN1C(=O)NC2(CCCC2)C1=O)N1CCN(c2ccccc2Cl)CC1
  8	8	i	-5	13	nt	0.2	-0.7	nt	0
> Cc1ccsc1/C=N/NC(=O)CC(=O)NCC(C)C
  -2	5	i	-1	-6	8	-0.5	8.3	0	nt
> Cc1ccnc(NC(=O)c2ccc(S(=O)(=O)NCc3ccco3)cc2)c1
  7	9	-0.4	1	nt	nt	-0.4	-0.4	nt	-13
> Cc1nnc(NC(=O)c2ccc(Br)cc2)s1
  1	-3	-0.3	-1	-6	-2	-1.3	nt	-3	-12
> O=C(Cn1ncc(Cl)c(Cl)c1=O)N1CCc2ccccc21
  -4	nt	-1.6	-5	0	-16	-1.0	0.3	-1	-5
> CCc1nc2ccc(C(=O)Nc3ccc(OC)c(OC)c3)cn2c1N(C)C(=O)c1cccc(OC)c1
  -7	nt	-0.4	nt	2	nt	nt	1.1	nt	nt

Exported as tab-separated lines: entries from further up.
mol	Y pestis TopoI	Rv3671c protease	Vc quorum ag	MazF activator	Anthrax LF prot	VHR inh abs	PfHsp40 rescue	TcdB GH inh	SARS 3CLpro inh	PriA SSB inh
Nc1ncc(S(=O)(=O)c2ccc(Cl)cc2)c(N)n1	-2	-5	-1.0	1	4	13	0.9	1.8	-1	-5
CCOc1ccc(COC(=O)C2CC(=O)N(CCc3ccccc3)C2)cc1OC (stereo not given)	24	-6	0.5	1	-2	nt	0.0	0.9	nt	4
CN(C)S(=O)(=O)c1cccc(CSc2cccc[n+]2[O-])c1	-1	4	-0.3	-3	-3	10	1.1	nt	-2	-11
CCOC(=O)C1CCCN(C(=O)C2CCC(CNS(=O)(=O)c3ccc(NC(C)=O)cc3)CC2)C1 (stereo not given)	8	-3	i	-7	-2	41	-0.1	nt	0	-6
S=C(Nc1ccccc1Cl)N1CCC(c2ccccc2)C1 (stereo not given)	-1	-6	-0.6	3	-7	3	-0.6	0.7	2	-15
N#CC1C(C#N)N2CCCN2C1c1ccc(Br)cc1 (stereo not given)	-6	5	i	10	-9	6	0.4	-2.2	2	-8
CCOC(=O)CC1C(=O)NCCN1c1nc2c(C)cccn2c(=O)c1/C=C1\SC(=S)N(C(C)CC)C1=O (stereo not given)	nt	-31	nt	-56	nt	13	nt	nt	-1	2
O=C(CCC(=O)Nc1ccc(F)cc1)N/N=C/c1ccc(O)cc1O	-8	16	i	5	-2	18	0.5	-6.8	2	nt
O=S(=O)(c1ccccc1)C1(S(=O)(=O)c2ccccc2)CCCC1	5	2	i	0	-3	0	0.9	nt	-1	-5
CC1(C)Cc2ccccc2-c2n[nH]c(=S)n21	5	5	i	4	-2	29	0.4	2.6	-7	-11
CCCCn1c(SCC(=O)Nc2nnc(CC)s2)nc2ccccc2c1=O	-4	17	-1.7	9	0	-1	1.0	nt	-4	-7
CCOC(=O)c1c(C)[nH]c(C(=O)OCC(=O)Nc2ccc(Cl)cn2)c1C	-7	4	-1.9	-1	6	nt	0.5	1.2	nt	-14
O=C(c1noc2c1CCCC2)N1CCC(CO)(Cc2ccccc2Cl)CC1	18	-7	-0.2	-16	-19	-14	0.0	1.0	4	0
O=C(O)COc1cccc(/C=C2/SC(=S)N(Cc3ccccc3)C2=O)c1	10	-29	-0.6	0	2	-1	10	0.2	-6	30
COc1ccc(CN2CCOCC2)c(C)c1C	-4	0	-0.2	6	-2	-12	-0.8	nt	-1	-7

Screening data (PubChem BioAssay)
